# UHRF1 MBD2 ctr – UHRF1 methylated DNA binding inhibitors, primary screen, counter-screen for MBD2 inhibitor project, biochemical, TR-FRET, human UHRF1, single concentration; UHRF1 binding to methylated oligo; inhibition, % at 4.4 µM; 370,000 tested, 0.75% active; E3 ubiquitin-protein ligase UHRF1 (Homo sapiens), Q96T88; in the data active = inhibition above about 21%;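 note: UHRF1 SRA domain binding a hemimethylated CpG hairpin DNA probe; 0% = median of test compound wells and 100% = reference inhibitor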
# TCR CD3 inh – inhibitors of human TCR-CD3 interaction, primary screen, biochemical, fluorescence, TAMRA-labeled TCR probe. T-cell receptor (TCR). inhibition, % at 9.4 µM. 360,000 tested, 0.37% active; in the data active = inhibition above about 19%;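 note: recombinant mutant TCR 2C K166C tagged with TAMRA read by polarization; 0% = receptor in buffer alone and 100% = receptor with positive control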
# mABHD4 FP – ABHD4 inhibitors, primary screen, biochemical, fluorescence polarization, mouse. (Lyso)-N-acylphosphatidylethanolamine lipase (Mus musculus), Q8VD66. purified mABHD4, FP-Rh probe fluorescence polarization. inhibition, % at 8.92 µM. 370,000 tested, 0.54% active. AID 720543, 2013;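 active = inhibition exceeding the mean over every tested compound plus 3 SD, cut at about 30% in these data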;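 note: 0% = plate median of compound wells and 100% = S159A mutant with DMSO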
#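 Assay system: mouse ABHD4 enzyme, wild type / Also added: fluorescent activity-based probe FP-Rh / Doses: single nominal dose of 8.92 µM, 0.89% DMSO final / Timing: 45 min compound pre-incubation plus 60 min probe step, 25 °C / Signal: FP readout, ex 525 nm / em 598 nm / Control set: S159A mutant/DMSO as 100%, compound-well median as 0%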
# SIAE primary – human SIAE inhibitors, primary screen, biochemical, fluorescence polarization, FP-Rh probe, 1536-well HTS; Sialate O-acetylesterase (Homo sapiens), Q9HAT2; SIAE FP-Rh probe binding; inhibition, % at 9.66 µM; 370,000 tested, 0.69% active;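 active = inhibition above a cutoff: mean of compounds within the control limits plus 3 SD of those, cut at about 17% in these data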;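 note: 0% = plate median of compound wells and 100% = probe without SIAE protein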
# NPR1 activator – GC-A stimulated cGMP production enhancers – HEK293 GC-A cells, cGMP TR-FRET, EC30 ANP, primary screen | 0% at EC30 ANP, 100% saturating ANP | activation, % at 10 µM | 370,000 tested, 0.14% active | Atrial natriuretic peptide receptor 1 (Homo sapiens), P16066; in the data active = activation above about 40%
# MBD2 DNA inh – inhibitors of MBD2 binding to methylated DNA, primary screen, biochemical, TR-FRET, DNA-binding domain, human; Methyl-CpG-binding domain protein 2 (Homo sapiens), Q9UBB5; MBD2 binding to methylated oligonucleotide; inhibition, % at 4.4 µM; 370,000 tested, 0.31% active; in the data active = inhibition above about 13%
# rCAG binder – binders of r(CAG) RNA repeats, primary screen, biochemical, fluorescence; r(CAG) RNA repeat, TO-PRO-1 dye displacement fluorescence; inhibition, % at 3 µM; 370,000 tested, 1.3% active;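 active = inhibition above the plate cutoff, the mean of all test compounds on that plate plus 3 SD, cut at about 35% in these data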;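 note: 0% = DMSO alone and 100% = 100 µM mitoxantrone as full dye displacement; higher means more dye released from RNA so lower well fluorescence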
# GC-B act – human GC-B receptor activators, primary screen, HEK293 GC-B cells, cGMP TR-FRET, EC30 CNP | Atrial natriuretic peptide receptor 2 (Homo sapiens), P20594 | 0% at EC30 CNP, 100% saturating CNP | activation, % at 10 µM | 370,000 tested, 0.11% active;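 active = activation at 10 µM reaching about 35% in either raw or pattern-adjusted values, limit read from the data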
# Target sequence (P20594 whole entry, looked up): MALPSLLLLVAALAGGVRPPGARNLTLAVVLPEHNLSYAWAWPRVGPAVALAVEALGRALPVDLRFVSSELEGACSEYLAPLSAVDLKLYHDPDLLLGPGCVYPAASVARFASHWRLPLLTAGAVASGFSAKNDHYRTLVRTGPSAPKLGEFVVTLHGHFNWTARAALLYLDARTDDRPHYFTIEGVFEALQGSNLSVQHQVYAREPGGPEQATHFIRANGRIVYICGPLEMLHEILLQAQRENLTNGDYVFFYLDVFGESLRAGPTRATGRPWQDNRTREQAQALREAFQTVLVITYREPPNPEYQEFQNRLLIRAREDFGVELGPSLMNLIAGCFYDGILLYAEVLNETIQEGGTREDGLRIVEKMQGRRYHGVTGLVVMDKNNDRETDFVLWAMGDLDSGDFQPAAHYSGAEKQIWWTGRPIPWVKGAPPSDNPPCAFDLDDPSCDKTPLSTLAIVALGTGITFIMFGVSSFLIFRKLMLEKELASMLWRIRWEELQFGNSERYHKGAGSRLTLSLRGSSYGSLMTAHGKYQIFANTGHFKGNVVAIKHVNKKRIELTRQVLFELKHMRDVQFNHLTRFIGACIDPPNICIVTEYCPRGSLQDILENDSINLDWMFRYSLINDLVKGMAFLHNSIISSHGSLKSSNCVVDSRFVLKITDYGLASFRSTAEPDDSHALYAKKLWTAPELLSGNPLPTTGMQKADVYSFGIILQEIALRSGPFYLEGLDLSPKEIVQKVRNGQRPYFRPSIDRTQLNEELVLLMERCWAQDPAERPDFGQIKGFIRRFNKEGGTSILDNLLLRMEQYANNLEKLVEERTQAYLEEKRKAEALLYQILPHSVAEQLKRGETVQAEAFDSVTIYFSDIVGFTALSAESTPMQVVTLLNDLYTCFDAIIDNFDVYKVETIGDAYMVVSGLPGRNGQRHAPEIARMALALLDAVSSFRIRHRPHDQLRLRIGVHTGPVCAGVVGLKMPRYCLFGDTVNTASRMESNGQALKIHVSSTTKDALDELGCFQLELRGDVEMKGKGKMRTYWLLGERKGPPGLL
# PRMT1 inh – PRMT1 methyltransferase inhibitors, primary screen, biochemical, fluorescence polarization | Protein arginine N-methyltransferase 1 (Homo sapiens), Q99873 | recombinant PRMT1, activity-based probe fluorescence polarization | inhibition, % at 2.79 µM | 370,000 tested, 1.3% active | AID 652257, 2013;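 active = inhibition above about 21% made by adding two undisclosed values, limit read from the data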
# HTRA1 inhibitor – HTRA1 serine protease inhibitors, primary screen, biochemical, fluorescence polarization, HTS; recombinant HTRA1, FP-rhodamine activity-based probe; 340,000 tested, 0.5% active; inhibition, % at 5.96 µM; Q92743; in the data active = inhibition above about 36%;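 note: 0% = enzyme with DMSO and 100% = wells lacking enzyme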
# Starred values were filed as active, the others as inactive; x = no result given.
SMILES,UHRF1 MBD2 ctr,TCR CD3 inh,mABHD4 FP,SIAE primary,NPR1 activator,MBD2 DNA inh,rCAG binder,GC-B act,PRMT1 inh,HTRA1 inhibitor
C/C=C\C=C/C(=O)Nc1cccc(C2=NOC3(C2)C[C@@H](C(N)=O)N(C(=O)COc2ccc(Cl)cc2)C3)c1 (stereo partly specified),14,-4,-16,-27,1,6,13,5,12,-52
O=C(COC(=O)c1ccccc1F)NNC(=O)c1ccccc1,0,-4,-1,-4,-2,-2,-1,5,4,0
CCCCc1ccc(S(=O)(=O)Nc2cc(C)on2)cc1,-1,1,4,1,-1,1,13,9,3,-11
Cc1ccc(OCC(=O)N2C(C)CCCC2C)c([N+](=O)[O-])n1 (stereo unspecified),2,1,3,3,3,3,-1,7,1,4
COc1ccccc1/C=C/C(=O)Nc1cccc(C(C)=O)c1,-3,8,-9,-7,-2,0,1,1,-1,-15
Cc1nc(NC(=S)NC(=O)c2ccccc2)sc1C,14,4,-9,3,-2,-5,7,2,-4,0
COc1ccc(CN2C[C@H]3CON(C)[C@H]3C[C@H]2c2ccc(-c3cccc(F)c3)cc2)cc1,18,2,9,-10,3,1,5,4,3,-32
CC(C)C1Oc2ccccc2N(CC(=O)NC2CCCCC2)C1=O (stereo unspecified),-1,8,-1,2,-2,-2,-7,-4,0,1
COC(=O)C1=C(C)N(Cc2ccccc2C(F)(F)F)C(=NCc2ccc(C(F)(F)F)cc2)NC1c1ccc(F)cc1 (stereo unspecified),-3,10,15,-7,-7,2,2,-2,-3,x
O=C(CN(CCO)c1ccccc1)Nc1cccc(S(=O)(=O)N2CCCC2)c1,-1,1,-2,-9,0,-5,7,0,0,-5
COc1cc(C)c2occ(/C(C)=N\O)c2c1,-1,4,-4,-3,-2,1,-1,0,-1,-5
COC(=O)[C@]12C[C@H](CC(=O)NCc3ccc(C)o3)C(=O)N(Cc3ccccc3)C1=C[C@H](C1CCCC1)O[C@@H]2C,-1,6,-12,-10,-7,-1,5,-5,22*,x
CCOC(=O)C1CCN(Cc2cnc(Oc3ccc(Cl)cc3C)s2)CC1,1,4,-7,-10,5,2,-7,2,-5,-4
O=C(Nc1nc(=S)ss1)c1ccc(Cl)cc1Cl,1,-6,8,-1,5,4,0,11,-1,10
CC(C)Oc1ccc(C(=O)N2CCCC2C(=O)O)cc1 (stereo unspecified),2,-2,-2,-4,2,0,-2,1,3,5
Cc1cc(/C=C(\C#N)C(=O)NCCc2c[nH]c3ccccc23)c(C)n1C,-3,1,0,14,0,0,6,1,0,-3
COc1ccc(CNc2ccc3c(c2)ncn3C)cc1OC,-2,1,5,18*,-1,-8,-4,-4,4,1
C[C@H](CO)N1C[C@H](C)[C@@H](CN(C)C(=O)Nc2ccc(C(F)(F)F)cc2)Oc2c(NC(=O)Nc3ccc4c(c3)OCO4)cccc2C1=O,1,4,-6,6,1,3,13,-1,3,-11
Cc1cc2c(c(N)n1)c(=O)oc1ccccc12,-5,3,2,-6,4,0,1,-2,-1,5
O=C(Nc1ccc2c(c1)OCCO2)C1CCC1,-1,3,-3,-4,0,4,10,3,-1,3
O=C(COC(=O)CCS(=O)(=O)c1ccccc1)NC(=O)c1ccc(OC(F)F)cc1,2,-3,3,-5,-4,1,-2,-5,0,-6
COCCNC(=S)N(CCCO)Cc1cc2cc3c(cc2[nH]c1=O)OCCO3,-1,1,8,-2,-1,0,-1,4,-3,5
COc1ccccc1C(=O)N/N=C/c1c[nH]c2ccccc12,-3,3,-5,4,-4,-7,2,-6,-4,0
Cc1nn(CCC(=O)N2CCN(S(=O)(=O)c3ccccc3)CC2)c(C)c1C,-1,10,-2,-1,4,0,-3,-2,-5,3
CC(=O)Nc1ccc(N/C=C/C(=O)c2ccc(C)o2)cc1,-3,0,0,1,0,2,-1,-4,-5,6
CCOc1ccccc1NC(=O)CCS(=O)(=O)c1ccc2c(c1)CCN2C(C)=O,0,-9,3,4,3,-2,0,6,3,7
CCOCCSC1=C(C#N)C(c2cccs2)C(C(C)=O)=C(C)N1 (stereo unspecified),-2,-3,5,8,2,-8,0,3,-2,2
Cc1ccc(Cc2c(-c3ccc(Cl)cc3)nc3ccc(Br)cn23)cc1,21*,4,-11,-9,28,8,23,30,0,-58
COc1ccc(OCC(O)Cn2c(Nc3ccccc3)nc3c2c(=O)n(C)c(=O)n3C)cc1 (stereo unspecified),3,2,-1,-5,-1,1,-1,-7,-3,4
Cc1ccc2nc(SCc3nc4c(cnn4-c4ccccc4)c(=O)[nH]3)[nH]c2c1,0,9,9,-8,7,-6,6,0,-5,-9
Cc1ccc(NC(=O)C2(c3ccccc3)CC2(Cl)Cl)cc1C (stereo unspecified),-1,3,-23,-5,0,1,-4,-5,1,-44
COc1ccc(-c2n[nH]c(=S)n2-c2ccc(C)cc2)cc1OC,-1,-1,1,7,-10,0,1,-9,-1,2
Cc1c(C)c2cc(Cl)c(OCC(=O)NCCCn3ccnc3)cc2oc1=O,-3,10,-8,-13,-2,3,-2,-8,-4,-1
Cc1cc(C)cc(N(CC(=O)N2CC=C(c3ccccc3)CC2)S(=O)(=O)c2c(C)noc2C)c1,0,-6,-6,-3,-4,-3,5,-5,6,-31
CCC(CC)C(=O)N(C)c1c(C)nc2c(OCc3cc(Cl)cc(Cl)c3)cccn12,-2,-5,8,4,-6,0,-2,-10,-3,x
CC(C)(C)c1ccc(C(=O)NCCNC(=O)c2ccco2)cc1,2,-2,-4,-2,-1,-3,-1,-3,-7,-6
Cc1nc(CCNC(=O)Cc2ccc(Cl)cc2)cs1,2,-3,3,8,-1,6,0,-4,-1,7
COc1cccc(/C=N/NC(=O)C[n+]2ccccc2)c1O,-3,-3,-6,0,4,0,-2,7,-2,-3
O=C(COC(=O)Cc1c(Cl)cccc1Cl)NC1CCCC1,0,4,6,1,0,-3,1,0,-1,3
Cc1cc2c(NC(=O)CCCC(=O)O)cccc2nn1,0,-6,2,2,0,-1,0,2,-1,-5
CCOc1ccc(-c2nc(-c3cccnc3)no2)cc1OCC,-2,4,-3,1,5,-6,-2,-2,-2,-1
CCc1cccc(C)c1NC(=O)c1cccc(N(C)C)c1,-1,-4,7,3,-2,-1,4,-1,23*,1
c1ccc(Oc2ccccc2-c2cc(NCCc3cccnc3)n3nccc3n2)cc1,-1,8,-5,-4,-2,-1,3,-8,-3,x
Cc1ccc(C(=O)Nc2ccc(NC(=O)c3cccs3)cc2)cc1[N+](=O)[O-],-2,5,-2,2,1,-2,1,-5,-1,-2
COc1ccc(CC(=O)OCC(=O)NCCc2ccccc2)cc1OC,1,2,6,0,1,1,-5,-1,1,9
O=c1[nH]c(/C(Cl)=C/c2cc(Cl)ccc2O)nc2cc(Cl)ccc12,2,-6,-43,-14,-2,-4,27,-5,3,-30
CCc1ccc2[nH]c(C(=O)Nc3ccc(Br)c(C)n3)cc2c1,1,2,-1,-13,4,4,14,3,-2,-2
O=C(O)C1CC(O)CN1C(=S)Nc1ccccc1 (stereo unspecified),1,2,5,3,0,3,2,2,-2,4

# Record cards, as listed above. Screens in order: UHRF1 MBD2 ctr | TCR CD3 inh | mABHD4 FP | SIAE primary | NPR1 activator | MBD2 DNA inh | rCAG binder | GC-B act | PRMT1 inh | HTRA1 inhibitor
# CCOc1ccc(-c2nc(-c3cccnc3)no2)cc1OCC is listed with -2 | 4 | -3 | 1 | 5 | -6 | -2 | -2 | -2 | -1
# CCc1ccc2[nH]c(C(=O)Nc3ccc(Br)c(C)n3)cc2c1 is listed with 1 | 2 | -1 | -13 | 4 | 4 | 14 | 3 | -2 | -2
# O=C(O)C1CC(O)CN1C(=S)Nc1ccccc1 (stereo unspecified) is listed with 1 | 2 | 5 | 3 | 0 | 3 | 2 | 2 | -2 | 4
# O=c1[nH]c(/C(Cl)=C/c2cc(Cl)ccc2O)nc2cc(Cl)ccc12 is listed with 2 | -6 | -43 | -14 | -2 | -4 | 27 | -5 | 3 | -30

# (more compounds)
SMILES,UHRF1 MBD2 ctr,TCR CD3 inh,mABHD4 FP,SIAE primary,NPR1 activator,MBD2 DNA inh,rCAG binder,GC-B act,PRMT1 inh,HTRA1 inhibitor
CC(C)COC(=O)N1CCCCC1c1cc(C(=O)NCc2ccc(F)cc2)no1 (stereo unspecified),-2,1,-4,-4,-1,-1,3,7,-1,x
C/C(=N\NC(=O)C(O)c1ccccc1)c1cccnc1 (stereo unspecified),1,7,5,-2,1,-3,-4,-4,2,0
CC1CN(C(=O)/C=C/c2ccccc2[N+](=O)[O-])CC(C)O1 (stereo unspecified),2,-8,-2,-4,1,4,1,-6,3,-1
CCN(CC)S(=O)(=O)c1csc(C(=O)OCC(=O)c2ccccc2)c1,0,10,-4,-1,1,0,-5,4,-4,-3
CCOc1ccc(/C=N/NC(=O)C(O)c2ccccc2)c(O)c1 (stereo unspecified),-3,-1,-3,2,0,5,2,2,-2,6
COc1ccccc1N1CCN(C(=O)C2=CC=CN3CCS(=O)(=O)N=C23)CC1,-3,2,0,1,0,-3,2,4,0,1
NC(=O)CSc1ncnc2c1cnn2Cc1ccccc1,0,10,-2,-2,4,1,0,7,-3,-1
COC(=O)CN1C(=O)COc2ccc(S(=O)(=O)N3CCCC3)cc21,2,-1,-2,2,3,3,-2,1,2,6
[O-]/C(=C(\C(=S)Nc1ccccc1F)[n+]1ccccc1)c1ccc(-c2ccccc2)cc1,-1,0,-5,-4,1,-2,17,3,11,-4
O=C(N/N=C1\CCSc2ccc(F)cc21)c1cccnc1,2,3,-4,1,0,5,1,-5,5,4
Cc1cc(C)nc(-n2nc(C)cc2NC(=O)c2cc3ccccc3oc2=O)n1,9,-11,-12,-3,6,1,4,7,8,5
COc1ccc(OC)c(C(=O)CSc2nc3ncccc3[nH]2)c1,-1,2,-2,-2,-7,-6,-2,1,-3,2
Cc1[nH]c(=O)[nH]c(=O)c1S(=O)(=O)N1CCCC(C(=O)NCc2ccco2)C1 (stereo unspecified),-1,-3,1,-4,6,2,-2,10,0,7
O=C(CCc1ccccc1)NNC(=S)NCc1ccc(Cl)cc1,-1,0,-7,-4,-2,-7,3,-5,0,-1
COc1cc(OC)cc(C(=O)NC(=S)Nc2ccc(NC(=O)c3ccco3)cc2)c1,6,-17,-7,-5,0,5,4,-7,-2,-1
CCC(CC)NC(=O)COC(=O)c1ccc(OCC(=O)Nc2ccccc2OC)c(OC)c1,1,8,4,2,-2,3,0,4,-1,-4
CC(=O)Nc1ccc(OCC(O)CN2CCN(c3cc(Cl)ccc3C)CC2)cc1 (stereo unspecified),3,-6,-7,1,-3,4,-1,-2,-1,-5
Cc1ccc(C)c(NC(=O)CN(C)S(=O)(=O)c2ccc(F)cc2)c1,5,-8,-10,-8,-1,3,-2,5,11,2
O=C(Nc1ccc(F)cc1F)c1cc2n(n1)C(C(F)(F)F)C1CCCCC1N2 (stereo unspecified),0,3,5,5,0,3,-4,-5,3,3
C=CCCC(=O)N(C)CCO,-1,-3,3,-2,3,3,2,5,0,-6

# A portion of the library; count on the stated rates, not on these rows.
